AGP1-GFP MLPCN – yeast TOR pathway AGP1-GFP modulation | S. cerevisiae AGP1-GFP multiplex flow cytometry, 3 h; GFP as percent of DMSO wells | 320,000 compounds, 0.02% hits | GFP response vs DMSO, % at 10 µM | AID 2066;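 active = GFP response relative to DMSO above a set limit, near screen average plus 3 SD, cut at about 150% in these data; inconclusive = fewer than 70 cells counted for the yeast strain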;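 also: median GFP channel fluorescence of the gated AGP1 strain per well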
Yeast superoxide – lowers age-related superoxide in aged yeast cells | S. cerevisiae aged cells, superoxide DHE fluorescence; stronger effect = lower value | superoxide response (% of plate mean), % at 10 µM | 330,000 compounds, 0.18% hits | AID 2690;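 active = superoxide response under a set limit, about three screen SD below normal, cut at about 65% in these data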;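 also: yeast aged for seven days with compound at 30 °C before DHE staining; 100% = average MFI of all compound-treated wells on the plate with controls excluded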
Efflux pump inh – blocks antifungal efflux pumps in multiplex yeast assay; S. cerevisiae Candida pump triplex, Nile Red efflux; inhibition, % at 10 µM; 330,000 compounds, 0.44% hits;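 active = plate passing quality check with inhibition over a set limit, or well fluorescence over plate mean plus 4 SD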;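 also: Nile Red retained in pooled yeast measured as flow cytometry median fluorescence; 0% = buffer negative control and 100% = Enniatin B positive control; higher means more Nile Red kept so more efflux inhibition; some compounds called inactive have numbers as strong as hits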
LAP4-GFP MLPCN – modulators of TOR pathway LAP4-GFP in S. cerevisiae; 320,000 compounds, 0.34% hits; GFP response vs DMSO, % at 10 µM; S. cerevisiae LAP4-GFP multiplex, flow cytometry GFP, 3 h; median GFP as percent of DMSO wells;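 active = GFP response vs DMSO above a set limit, about the screen mean plus 3 SD, cut at about 150% in these data; inconclusive = under 70 cell events counted for the yeast strain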
RPL19A TOR yeast – yeast TOR pathway RPL19A-GFP modulation | AID 2025 | S. cerevisiae RPL19A-GFP strain, flow cytometry, 3 h; stronger effect = lower value | 330,000 compounds, 0.3% hits | percent response vs DMSO, % at 10 µM;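 active = percent response vs DMSO below 50%; inconclusive = fewer than 70 events counted for the yeast strain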;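 also: median channel GFP fluorescence of the barcoded RPL19A-GFP strain; ratio of sample median GFP to plate DMSO average so 100% = DMSO; lower means less RPL19A-GFP as with rapamycin TOR inhibition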
AHR act – human AHR activation | P35869 | AHR-responsive luciferase reporter cells, luminescence | activation, % at 5 µM | 320,000 compounds, 2.5% hits; in the data active = activation above about 47%;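 also: 0% = vehicle wells and 100% = reference agonist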
Target sequence (P35869 whole entry, looked up): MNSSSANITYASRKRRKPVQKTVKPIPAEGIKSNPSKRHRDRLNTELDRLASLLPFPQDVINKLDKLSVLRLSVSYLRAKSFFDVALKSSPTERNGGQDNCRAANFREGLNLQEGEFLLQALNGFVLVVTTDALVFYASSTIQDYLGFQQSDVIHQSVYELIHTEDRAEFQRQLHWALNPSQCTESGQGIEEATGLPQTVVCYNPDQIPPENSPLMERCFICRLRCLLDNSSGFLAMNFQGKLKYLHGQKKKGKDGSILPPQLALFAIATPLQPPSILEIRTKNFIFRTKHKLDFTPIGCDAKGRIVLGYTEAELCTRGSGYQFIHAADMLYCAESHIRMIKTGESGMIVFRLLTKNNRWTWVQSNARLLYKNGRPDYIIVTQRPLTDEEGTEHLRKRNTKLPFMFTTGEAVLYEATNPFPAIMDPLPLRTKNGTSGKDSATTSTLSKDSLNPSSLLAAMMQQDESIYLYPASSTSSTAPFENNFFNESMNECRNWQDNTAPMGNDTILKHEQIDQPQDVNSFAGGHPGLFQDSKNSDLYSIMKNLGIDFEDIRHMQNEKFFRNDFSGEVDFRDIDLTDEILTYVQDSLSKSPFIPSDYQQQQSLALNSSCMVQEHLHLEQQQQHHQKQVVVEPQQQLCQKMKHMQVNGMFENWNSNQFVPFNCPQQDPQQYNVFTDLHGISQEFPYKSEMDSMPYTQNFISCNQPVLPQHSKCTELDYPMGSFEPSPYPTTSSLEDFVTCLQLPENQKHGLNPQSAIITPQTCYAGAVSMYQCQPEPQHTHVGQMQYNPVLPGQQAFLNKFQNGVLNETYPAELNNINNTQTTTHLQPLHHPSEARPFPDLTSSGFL
CIT2 TOR yeast – alters CIT2-GFP fluorescence in TOR pathway yeast screen | 320,000 compounds, 0.065% hits | GFP response vs DMSO, % at 10 µM | S. cerevisiae CIT2-GFP strain, flow cytometry, 3 h; 100 means same as DMSO wells;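 active = GFP response relative to DMSO above a set limit, near the screen mean plus 3 SD, cut at about 150% in these data; inconclusive = Fewer than 70 cells measured for a yeast strain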;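 also: ratio of well median GFP fluorescence to mean of DMSO wells on the plate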
MEP2 TOR yeast – modulators of TOR pathway MEP2-GFP in S. cerevisiae; GFP response vs DMSO, % at 10 µM; 330,000 compounds, 0.51% hits; S. cerevisiae MEP2-GFP strain, flow cytometry GFP, 3 h; 100% = DMSO control level; AID 2016;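 active = GFP response versus DMSO above a set limit, roughly screen mean plus 3 SD, cut at about 180% in these data; inconclusive = fewer than 70 cells counted for a yeast strain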;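 also: median GFP fluorescence of the barcode-gated MEP2-GFP cells per well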
* = called active by the depositor; ? = inconclusive; . = not tested or not shown; [ ] = dose if it differs, or a comment. No enrichment for hits; 3.9% or so of the library scored in one or more.

SMILES | AGP1-GFP MLPCN | Yeast superoxide | Efflux pump inh | LAP4-GFP MLPCN | RPL19A TOR yeast | AHR act | CIT2 TOR yeast | MEP2 TOR yeast
O=C(COC(=O)/C=C/c1ccc(Br)o1)NC1CCCCC1 | 89 | 93 | 0.2 | 90 | 94 | -1 | 84 | 92
Cc1ccc(-c2nc(=S)c3c(n2CC2CCCO2)CC(C)(C)OC3)cc1 (configuration not stated) | . | 112 | 0.0 | 96 | 97 | -4 | 101 | 100
CCCNC(=O)N1CCN(S(=O)(=O)c2ccc(C)cc2)CC1 | 102 | 106 | 0.0 | 91 | 106 | 0 | 104 | 108
CCn1c(CSc2nc3ccccc3s2)nnc1SCC(=O)c1ccc(O)c(O)c1 | 105 | 94 | 0.1 | 97 | 98 | 9 | 101 | 105
O=C(COc1ccc(Br)cc1)NC(=S)Nc1ccccc1N1CCOCC1 | 92[may fluoresce green] | 97 | -0.2 | 110[may fluoresce green] | 98[may fluoresce green] | 6 | 103[may fluoresce green] | 119[may fluoresce green]
O=C(Cn1cnc2ccccc2c1=O)NCCC(=O)Nc1ccc2c(c1)OCCO2 | 102 | 85 | -0.1 | 94 | 101 | -1 | 106 | 99
CCOC(=O)N1CCN(CC(O)COc2c(OC)cccc2OC)CC1 (configuration not stated) | 106 | 95 | 0.1 | 99 | 102 | 5 | 111 | 108
Nc1cc(=O)[nH]c(SCC(=O)Nc2cccc(Cl)c2Cl)n1 | 99 | 80 | -0.1 | 95 | 97 | 0 | 97 | 96
Cc1ccc(/C=C/C(=O)c2ccc(C)cc2)cc1 | 102 | 99 | -0.1 | 107 | 96 | -7 | 94 | 102
O=C(Nn1c(C2CCCCC2)nc2ccccc2c1=O)c1ccc([N+](=O)[O-])cc1 | 99 | 121 | 0.2 | 91 | 101 | 1 | 108 | 104
CC1CN(S(=O)(=O)c2csc(C(=O)Nc3ccccc3)c2)CC(C)O1 (configuration not stated) | 93 | 99 | -0.1 | 84 | 108 | 5 | . | 109
CCN(c1cccc(C)c1)S(=O)(=O)c1cn(CC(=O)OC)c2ccc([N+](=O)[O-])cc12 | 91 | 82 | 0.3 | 94 | 96 | 2 | 91 | 97
CCN(CC(=O)Nc1ccc(OC)cc1)CC(=O)Nc1cccc(C#N)c1 | 96 | 110 | -0.1 | 93 | 102 | 7 | 101 | 102
Cc1ccc(OCCCCCCN2CCNCC2)cc1 | 104 | 102 | 0.1 | 113 | 96 | 5 | 96 | 96
CCN(CCC#N)c1ccc(/C=N/Nc2nc(C)cc(=O)[nH]2)c(C)c1 | 93 | 86 | -0.1 | 90 | 98 | 37 | 104 | 103
O=C(CC1C(=O)NCCN1Cc1cccc(Oc2ccccc2)c1)NCCc1cscn1 (configuration not stated) | 100 | 103 | 0.0 | 97 | 103 | -1 | 102 | 104
CCOc1ccc(N2C(=O)C3Sc4[nH]c(=O)sc4C(c4ccc(OC)c(OC)c4)C3C2=O)cc1 (configuration not stated) | 96 | 100 | 0.0 | 103 | 107 | 2 | 106 | 105
CC1(C)NC(=O)N(CC(O)COc2ccccc2[N+](=O)[O-])C1=O (configuration not stated) | 108 | 93 | 0.0 | 104 | 98 | 0 | 105 | 104
CC(C)CC1NC(=O)N(CC(=O)c2ccc3c(c2)OCCO3)C1=O (configuration not stated) | 102 | 102 | -0.2 | 97 | 99 | 3 | 108 | 102
COC(=O)C1=C(C(C)=O)C(c2ccc(C(=O)OC)cc2)n2nnnc2N1 (configuration not stated) | 102 | 104 | -0.1 | 103 | 100 | 0 | 111 | 101
Cc1ccc(S(=O)(=O)N2CCOCC2)cc1C(=O)N1c2ccccc2Sc2ccccc21 | 82 | 90 | 0.1 | 109 | 98 | 3 | 89 | 106
O=C(CO)N/N=C/c1cccc(Cl)c1Cl | 103 | 115 | -0.2 | 101 | 103 | 5 | 107 | 110
CN(C)C(C(=O)NC1CCCCC1)c1ccc(Cl)cc1 (configuration not stated) | ? | 105 | 0.0 | ? | 13*[may fluoresce violet] | 2 | ? | ?
CN(C)c1nc(N(C)C)nc(N(C#N)CCOc2ccccc2)n1 | 93 | 104 | -0.1 | 95 | 96 | -8 | 98 | 97
CC(=O)NC12CC3CC(C1)CC(C(=O)Nc1nccs1)(C3)C2 | 102 | 98 | 0.0 | 96 | 101 | 6 | 103 | 95
(cont.)
SMILES | AGP1-GFP MLPCN | Yeast superoxide | Efflux pump inh | LAP4-GFP MLPCN | RPL19A TOR yeast | AHR act | CIT2 TOR yeast | MEP2 TOR yeast
CN1CCn2c1nc(N1CCOCC1)nc2=O | 102 | 95 | 0.0 | 107 | 97 | -1 | 100 | 105
S=C(NCCc1ccccc1)N/N=C/C1CCCCC1 | 98 | 108 | 0.3 | 107 | 93 | 2 | 85 | 97
Cn1nnc2cc(C(=O)Nc3ccccc3F)ccc21 | 95 | 92 | -0.2 | 92 | 99 | -3 | 102 | 99
COc1ccc(Cl)cc1S(=O)(=O)N1CCN(C(=O)c2ccco2)CC1 | 103 | 80 | -0.1 | 100 | 102 | 0 | 106 | 98
O=c1[nH]nc(Cc2ncc(C(F)(F)F)cc2Cl)c2ccccc12 | 106 | 104 | 0.0 | 99 | 106 | 2 | 106 | 109
N#Cc1cccc(CN2C=NS(=O)(=O)c3ccccc32)c1 | 101 | 97 | -0.1 | 101 | 104 | 1 | 109 | 107
Cc1oc2c(CN3CCOCC3)c(O)ccc2c(=O)c1-c1ccc(Br)cc1 | 95 | 107 | 0.1 | 97 | 95 | 2 | 97 | 102
O=C1NC[C@H](Cc2ccc(O)cc2)N(CC2CCCCC2)C1=O | 102 | 100 | 0.0 | 94 | 96 | 2 | 99 | 98
Cc1ccc(CN2CCN(/N=C/C=C/c3ccccc3[N+](=O)[O-])CC2)cc1 | 101 | 91 | -0.3 | 98 | 101 | 45 | . | 105
Nc1nc(N)c(N=Nc2ccc(C(=O)O)cc2)c(N)n1 | 93 | 90 | 0.4 | 98 | 102 | -1 | 102 | 106
CCOC(=O)c1c(-c2cccc(N)c2)cn2ccccc12 | 94 | 108 | -0.2 | 97 | 101 | 10 | 97 | 93
COc1cc(C)c(NC(=S)Nc2ccc(C)c(Cl)c2)cc1OC | 100 | 105 | -0.2 | 110 | 104 | 10 | 100 | 106
CCC(C)(C)NC(=O)C(c1ccc(C)o1)N(C(=O)c1csnn1)c1cccc(F)c1 (configuration not stated) | 112 | 102 | 0.0 | 103 | 107 | 3 | 106 | 103
Cc1cccc(C)c1NC(=O)CNC(=O)C(C)N1CCN(c2cccc(Cl)c2)CC1 (configuration not stated) | 103 | 103 | 0.1 | 103 | 94 | 1 | 102 | 95
Cc1ccc(NC(=O)C2CC(Cl)=CCC2C(=O)O)c([N+](=O)[O-])c1 (configuration not stated) | 81 | 87 | -0.2 | 92 | 87 | 2 | 79 | 77
O=C(N/C(=C\c1cccnc1)C(=O)N1CCCCC1)c1cccc(Br)c1 | 109 | 91 | -0.1 | 99 | 102 | 1 | 104 | 100
CCC(Sc1nccn1C)C(=O)Nc1nnc(C)s1 (configuration not stated) | 96 | 117 | 0.5 | 105 | 112 | 5 | 99 | 103
Cc1cc(Nc2cccc([N+](=O)[O-])c2)c2cccc(C)c2n1 | 97 | 109 | -0.1 | 109 | 89 | 27 | 90 | 90
O=C(COC(=O)c1ccc([N+](=O)[O-])s1)NCc1ccccc1 | 98 | 110 | -0.1 | 104 | 101 | 1 | 109 | 107
CC1=C(C(=O)OCc2ccccc2)C(c2ccc(N3CCOCC3)cc2)NC(=O)N1 (configuration not stated) | 99 | 127 | -0.1 | 103 | 98 | 1 | 94 | 102
Cc1c(OC(C)C(=O)NCCCn2ccnc2)ccc2c3c(c(=O)oc12)CCC3 (configuration not stated) | 85 | 87 | 0.0 | 92 | 94 | 4 | 90 | 98
CCC(=O)c1cc(F)ccc1OCC(=O)Nc1ccc2c(c1)OCCO2 | 107 | 109 | 0.1 | 113 | 103 | 2 | 94 | 104
O=C(O)CCCCCn1c(SCC(=O)N2CCCC2)nc2ccsc2c1=O | 98 | 85 | 0.4 | 99 | 100 | 4 | 104 | 86
OCc1nc2ccccc2n1CCCOc1ccccc1 | 99 | 99 | 0.0 | 99 | 99 | 1 | 103 | 103
O=C(Cn1nc(-c2ccc(Cl)cc2)c2ccccc2c1=O)Nc1cccnc1 | 82 | 103 | 0.0 | 76 | 80 | 12 | 81 | 79
Other results follow:
SMILES | AGP1-GFP MLPCN | Yeast superoxide | Efflux pump inh | LAP4-GFP MLPCN | RPL19A TOR yeast | AHR act | CIT2 TOR yeast | MEP2 TOR yeast
CC(=O)c1ccc(OCc2cc(C(=O)N3CCC(Oc4ccccc4C)CC3)no2)cc1 | 90 | 103 | 0.0 | 104 | 98 | 20 | 94 | 99
C/C=C/c1ccc(OCCCNCC(C)O)c(OC)c1 (configuration not stated) | 92 | 95 | 0.0 | 99 | 95 | 1 | 94 | 117
Cc1ccc(C)c(CSC2=NN3CCCC(=O)N=C3S2)c1 | 94 | 114 | 0.1 | 113 | 72 | 16 | 89 | 119
CCC(C)NC(=O)C1CCN(S(=O)(=O)c2ccc(OC)cc2)CC1 (configuration not stated) | 111 | 111 | 0.5 | 110 | 99 | -1 | 102 | 114
O=C(Nc1ccc2c3c(cccc13)CC2)c1cccc([N+](=O)[O-])c1 | 94 | 92 | 0.0 | 91 | 99 | 36 | 96 | 102
C/C(=N\NC(=O)c1ccc(O)cc1O)c1cccnc1 | 94 | 96 | -0.1 | 63 | 114 | . | 82 | 101
CCOc1ccc(NC(=O)CCNC(=O)c2ccco2)cc1 | 97 | 100 | 0.1 | 89 | 104 | 4 | 92 | 103
Cc1ccc(S(=O)(=O)N2CCC[C@H]2C(=O)OCC(=O)c2ccc3c(c2)NC(=O)CO3)cc1 | 117 | 86 | 0.0 | 108 | 108 | 1 | 112 | 102
COc1ccc(CCNC(=O)c2cc(COc3c(F)cccc3F)on2)c(OC)c1 | 100 | 95 | 0.0 | 105 | 102 | 30 | 97 | 103
CC1(C)Cc2c(C#N)c(SCc3ccccc3)nc(N3CCOCC3)c2CO1 | 98 | 107 | 0.0 | 101 | 100 | 2 | 97 | 104
C[C@H](CO)N1C[C@H](C)[C@@H](CN(C)CC2CCCCC2)Oc2c(NS(=O)(=O)c3cn(C)cn3)cccc2C1=O | 86 | 87 | -0.1 | 102 | 88 | -1 | 88 | 93
CCN(CC)S(=O)(=O)c1ccc(O)c(NS(=O)(=O)c2ccccc2F)c1 | 98 | 95 | -0.1 | 92 | 103 | -1 | 102 | 105
CCCc1cc(-c2[nH]ncc2-c2ccc3c(c2)OCCCO3)c(O)cc1O | 101 | 109 | -0.1 | 103 | 99 | 43 | 100 | 101
Cc1ccc(NC(=O)[C@H](NC(=O)[C@@H]2Cc3ccccc3CN2)c2ccccc2)cc1 | 101 | 97 | 0.1 | 95 | 104 | 3 | 100 | 105
COc1ccc(S(=O)(=O)Nc2cccc3c2O[C@H](CN(C)S(=O)(=O)c2ccc(F)cc2)[C@H](C)CN([C@H](C)CO)C3=O)cc1 | 100 | 110 | -0.3 | 98 | 96 | -1 | 99 | 95
NCCc1nnc(SCC(=O)Nc2ccc(Br)cc2)o1 | 103 | 114 | 0.5 | 102 | 103 | 3 | 106 | 123
CCOC(=O)C(=CNc1ccc(N2CCOCC2)cc1)C(=O)OCC | 100 | 96 | 0.2 | 112 | 94 | 1 | 95 | 91
COC(=O)c1c(NC(=O)CSc2nc3ccccc3c(=O)n2-c2ccccc2)sc(C)c1C | 101 | 80 | 0.2 | 93 | 103 | 1 | 101 | 97
